Assay outcomes (PubChem BioAssay)
PAD4 FP inh: blocks human protein arginine deiminase 4 | actives 0.41% (n = 330,000) | inhibition, % at 6.36 µM | Q9UM07 | recombinant PAD4, RCA probe fluorescence polarization;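 active = percent inhibition above a cutoff equal to the mean of all tested compounds plus 3 SD, cut at about 15% in these data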;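 note: 0% = PAD4 with RCA probe and DMSO and 100% = probe without PAD4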
LYPLA2 inh: LYPLA2 (human) inhibition in PME1 counter-screen; O95372; recombinant LYPLA2, FP-Rh probe fluorescence polarization; inhibition, % at 5.9 µM; actives 0.38% (n = 320,000);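 active = inhibition above the screen-wide mean plus 3 SD, limit set per campaign, cut at about 26% in these data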;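 note: 0% = LYPLA2 with DMSO and 100% = wells lacking LYPLA2 enzyme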
Target sequence (O95372 whole entry, looked up): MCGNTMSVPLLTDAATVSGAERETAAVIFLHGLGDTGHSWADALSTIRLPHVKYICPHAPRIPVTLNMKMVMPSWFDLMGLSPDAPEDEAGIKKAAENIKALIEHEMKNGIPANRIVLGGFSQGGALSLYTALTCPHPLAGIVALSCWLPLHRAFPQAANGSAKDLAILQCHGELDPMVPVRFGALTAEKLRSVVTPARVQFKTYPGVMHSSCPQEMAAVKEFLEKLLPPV
PAFAH1B3 FP inh: PAFAH1B3 (human) inhibition; Q15102; recombinant PAFAH1B3, FP-rhodamine probe, fluorescence polarization; inhibition, % at 3.39 µM; actives 0.28% (n = 340,000);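 active = inhibition above the screen-wide average of all tested compounds plus 3 SD, cut at about 25% in these data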;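 note: 0% = enzyme with DMSO only and 100% = wells lacking PAFAH1B3 protein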
PME-1 primary: PME-1 (human) inhibition | inhibition, % at 5.9 µM | Q9Y570 | recombinant PME-1, FP-Rh probe fluorescence polarization | actives 0.53% (n = 320,000);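 active = inhibition above the campaign mean of all compounds plus 3 SD, cut at about 26% in these data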;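 note: competitive labeling of PME-1 active site by serine hydrolase directed probe; 0% = PME-1 with DMSO and 100% = wells lacking PME-1 enzyme; inhibitors block probe labeling so polarization falls and inhibition rises; many of its hits are not listed in these tables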
Target sequence (Q9Y570 whole entry, looked up): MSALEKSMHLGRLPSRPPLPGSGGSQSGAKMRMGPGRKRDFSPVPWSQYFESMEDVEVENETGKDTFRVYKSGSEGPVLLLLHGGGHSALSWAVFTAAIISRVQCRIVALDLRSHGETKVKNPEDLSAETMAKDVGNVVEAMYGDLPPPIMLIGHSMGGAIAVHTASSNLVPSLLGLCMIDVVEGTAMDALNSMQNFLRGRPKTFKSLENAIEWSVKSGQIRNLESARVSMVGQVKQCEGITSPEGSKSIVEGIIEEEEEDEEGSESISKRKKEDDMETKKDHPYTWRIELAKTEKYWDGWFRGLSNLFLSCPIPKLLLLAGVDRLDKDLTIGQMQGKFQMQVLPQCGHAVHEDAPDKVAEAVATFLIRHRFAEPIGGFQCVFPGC
GSTO1 inh: blocks human GSTO1 in RBBP9 counter-screen; P78417; recombinant GSTO1, activity-based probe fluorescence polarization; inhibition, % at 5.96 µM; actives 1.1% (n = 300,000); AID 1974;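 active = inhibition above the campaign mean inhibition plus 3 SD, cut at about 35% in these data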;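 note: 0% = GSTO1-1 with DMSO and 100% = wells lacking GSTO1-1 enzyme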
Target sequence (P78417 whole entry, looked up): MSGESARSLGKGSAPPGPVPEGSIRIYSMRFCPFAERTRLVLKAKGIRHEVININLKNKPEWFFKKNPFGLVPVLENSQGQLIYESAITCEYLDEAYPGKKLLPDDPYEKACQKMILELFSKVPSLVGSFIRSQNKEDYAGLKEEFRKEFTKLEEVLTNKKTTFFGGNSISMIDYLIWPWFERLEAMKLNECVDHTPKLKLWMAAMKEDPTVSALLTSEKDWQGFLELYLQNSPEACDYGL
PAFAH2 inh: PAFAH2 (human) inhibition. Q99487. inhibition, % at 3.39 µM. actives 0.99% (n = 340,000). AID 492956. recombinant PAFAH2, FP-rhodamine activity probe, fluorescence polarization;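 active = inhibition above the mean over all tested compounds plus 3 SD, cut at about 30% in these data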;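 note: inhibitors block probe labeling of enzyme so polarization drops; 0% = enzyme with DMSO and 100% = wells lacking PAFAH2 protein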
LYPLA1 inh: blocks human lysophospholipase 1, a PME1 counter-screen. O75608. recombinant LYPLA1, FP-Rh probe fluorescence polarization. inhibition, % at 5.9 µM. actives 0.16% (n = 320,000). AID 2174;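 active = inhibition above the mean of all tested compounds plus 3 SD, set per campaign, cut at about 14% in these data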;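 note: inhibitors block serine hydrolase probe labeling of LYPLA1 so polarization falls; 0% = enzyme with DMSO and 100% = wells lacking LYPLA1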
Target sequence (O75608 whole entry, looked up): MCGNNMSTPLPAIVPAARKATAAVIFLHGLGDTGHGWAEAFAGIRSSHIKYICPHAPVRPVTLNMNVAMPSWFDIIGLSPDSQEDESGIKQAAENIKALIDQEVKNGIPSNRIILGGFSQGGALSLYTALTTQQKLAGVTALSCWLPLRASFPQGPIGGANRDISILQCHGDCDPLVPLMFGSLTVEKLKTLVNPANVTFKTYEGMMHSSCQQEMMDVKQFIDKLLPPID
pPAFAH FP inh: inhibitors of human plasma PAF acetylhydrolase (pPAFAH). Q13093. recombinant pPAFAH, FP-rhodamine probe fluorescence polarization. inhibition, % at 3.39 µM. actives 1.5% (n = 330,000). AID 463082;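 active = inhibition above the mean inhibition across the screen plus 3 SD, cut at about 25% in these data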;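 note: inhibitors block binding of the rhodamine activity-based probe so polarization drops; 0% = enzyme with DMSO and 100% = wells lacking pPAFAH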
PAFAH1B2 inh: blocks human PAF acetylhydrolase 1b catalytic subunit 2. P68402. recombinant PAFAH1B2, FP-rhodamine activity probe, fluorescence polarization. inhibition, % at 3.39 µM. actives 1.2% (n = 340,000). AID 492953;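 active = inhibition above the mean of all tested compounds plus 3 SD, cut at about 24% in these data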;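 note: 0% = enzyme with DMSO and 100% = wells lacking PAFAH1B2; many of its hits are not listed in these tables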
* = called active by the depositor; · = not tested or not shown. Only part of the results is shown (hit frequency here may not be typical).

SMILES	PAD4 FP inh	LYPLA2 inh	PAFAH1B3 FP inh	PME-1 primary	GSTO1 inh	PAFAH2 inh	LYPLA1 inh	pPAFAH FP inh	PAFAH1B2 inh
O=C(Cn1cnc2sc3c(c2c1=O)CCCC3)NCCC(=O)N1CCC2(CC1)OCCO2	-4	2	3	-8	4	-2	-3	1	-1
Oc1cc2c(cc1CN1CCN(c3ccccc3)CC1)CCC2	0	0	10	8	2	1	-6	5	-1
CC1(c2ccccc2)NCCN2C(=O)CSC21 (centres undefined)	1	6	4	6	7	6	1	-2	2
O=C1NC(c2cc3ccccc3nc2Cl)Nc2ccccc21 (centres undefined)	4	11	4	2	-8	6	3	1	2
CCc1c(C)nc(N)nc1N1N=C1SC(C(C)=O)C(C)=O	0	6	1	6	5	-7	2	3	3
O=c1c2ccccc2nc(-c2ccccc2)n1-c1cccnc1	-2	0	2	-2	-1	-2	-1	3	5
CC(C)Nc1nc(Cl)nc(NC(C)C)n1	6	0	4	1	3	5	3	0	5
Cn1c(O)c(N=Nc2ccc(S(=O)(=O)N3CCOCC3)cc2)c(=O)n(C)c1=O	-4	-8	0	-1	1	-4	-2	2	2
CC(C)[N+]12CCC(CC1)C(C(O)(c1ccccc1)c1ccccc1)C2 (centres undefined)	4	5	3	-4	0	-2	-1	4	0
Cc1cc(/C=C2\C(=O)NC(=O)N(c3ccc(Cl)cc3)C2=O)c(C)n1-c1sc2c(c1C#N)CCCC2	-23	-5	4	-12	0	33*	-5	13	3
COc1ccc(CCn2c(O)c(/C=N/NC(=O)c3ccncc3)c(=O)[nH]c2=O)cc1OC	-5	4	13	-6	-1	8	2	13	4
O=C1NC(=O)C(=Cc2cccc(OCCOc3ccccc3)c2)C(=O)N1	-6	4	8	-3	26	3	-1	4	5
COc1ccc(OCC(=O)N2CCN(CC3CC4C=CC3C4)CC2)cc1 (centres undefined)	1	9	5	1	5	3	4	3	5
CCC(C)n1c(O)c(C=NCCc2ccccc2)c(=O)[nH]c1=S (centres undefined)	0	3	2	-2	0	47*	-3	11	2
Cc1cccc(-n2c(-c3ccco3)nc3ccccc3c2=O)n1	-5	-6	6	3	2	11	0	2	3
Cc1cccc(NP(=O)(Oc2ccccc2F)Oc2ccccc2F)c1	3	0	-3	0	-7	-1	0	-1	1
CC(Cc1cccs1)NCc1ccccc1 (centres undefined)	-3	3	2	3	8	-1	-1	4	1
COc1cc(O)cc2c1cc([N+](=O)[O-])c1c(C(=O)O)cc3c(c12)OCO3	-8	·	10	·	·	7	·	17	4
CN(C)CP(=O)(O)CN(C)C=O	-2	0	6	-7	2	-1	-1	3	2
ON1C2CCCCC2N(O)C1c1ccccc1F (centres undefined)	2	-4	7	-3	3	0	-1	2	2
COC(=O)C1=C(c2cc3ccccc3o2)C[C@@H]2CC[C@H]1N2C(=O)NC1CCCCC1	1	-2	11	-7	3	7	0	6	8
CN(C)C(Cc1ccccc1)C(=O)c1c[nH]c2ccccc12 (centres undefined)	-3	-3	13	-3	-1	-8	-5	2	-2
C1CC2OC2CC1C1CO1 (centres undefined)	-7	5	9	-2	·	-9	0	-2	6
C=CCn1c(O)c(C=NCCCOc2ccc(CC)cc2)c(=O)[nH]c1=S	1	-48	-28	-40	-10	-17	-21	-9	-19
c1ccc(CN2CCNCC2)nc1	3	-3	3	0	5	-7	-1	4	4
Fc1cccc(F)c1CN1CCN(Cc2c(F)cccc2F)CC1	0	3	6	3	2	10	-2	1	-1
CCOP(=O)(OCC)C(NC(=O)c1cccc2ccccc12)C(Cl)(Cl)Cl (centres undefined)	1	9	22	4	12	-7	1	4	1
CC12CC(c3ccccc3O1)C(C(=O)OCc1ccccc1)C(=O)N2 (centres undefined)	2	7	13	1	13	9	0	-1	10
O=c1c2ccc(Cl)cc2[nH]c(=S)n1-c1cccnc1	4	2	4	-2	11	0	0	-1	2
C[C@]12CCC3C(CC[C@H]4C[C@@H](O)CC[C@]34C)[C@H]1C=CC2=O (some centres undefined)	-3	·	2	·	·	-3	·	4	0

Three compounds out of the list, arranged by count of non-hydrogen atoms, lowest first:
SMILES	PAD4 FP inh	LYPLA2 inh	PAFAH1B3 FP inh	PME-1 primary	GSTO1 inh	PAFAH2 inh	LYPLA1 inh	pPAFAH FP inh	PAFAH1B2 inh
c1ccc(CN2CCNCC2)nc1	3	-3	3	0	5	-7	-1	4	4
Fc1cccc(F)c1CN1CCN(Cc2c(F)cccc2F)CC1	0	3	6	3	2	10	-2	1	-1
CCOP(=O)(OCC)C(NC(=O)c1cccc2ccccc12)C(Cl)(Cl)Cl (centres undefined)	1	9	22	4	12	-7	1	4	1

(cont.)
SMILES	PAD4 FP inh	LYPLA2 inh	PAFAH1B3 FP inh	PME-1 primary	GSTO1 inh	PAFAH2 inh	LYPLA1 inh	pPAFAH FP inh	PAFAH1B2 inh
O=C(c1ccc(N2CCCCC2)c([N+](=O)[O-])c1)N1CCC2(CC1)OCCO2	0	6	3	0	-1	7	1	34*	-1
C=COCCn1c(C)c(C(=O)OCC)c2cc(O)ccc21	-4	0	10	-8	1	5	1	4	7
C=CCOC(=O)COc1cc(C)cc2oc(=O)c3c(c12)CCC3	-3	2	8	-4	3	2	-2	4	3
CCOC(=O)C1(CCc2ccccc2)CCN(Cc2cccc3cnccc23)CC1	-5	0	-3	-8	-8	0	0	0	0
Cc1oc(-c2ccccc2F)nc1CS(=O)CC(=O)N1CCC2(CC1)OCCO2 (centres undefined)	1	4	-1	-2	7	-5	5	1	2
O=C1NC(=O)N(Cc2ccc(F)cc2)C(=O)/C1=C\c1ccc(N2CCCC2)cc1	-26	-14	-3	-10	-3	12	-5	26*	7
O=C(C1CCN(S(=O)(=O)c2ccccc2)CC1)N1CCC2(CC1)OCCO2	-5	-6	7	12	-5	-1	-4	-1	3
O[C@H]1[C@H](O)[C@@H](O)CN2CC[C@H](O)[C@H]12	-11	4	-4	2	1	3	-1	2	-1
COc1cc(Br)c(CNCCc2ccc3c(c2)OCO3)cc1OC	-2	-4	6	-3	8	1	0	-1	8
Nc1ccccc1C(=O)OCc1ccc([N+](=O)[O-])cc1	-3	-1	7	4	-3	6	-1	2	1
Cc1c(C)c2ccc(OCC(=O)N3C[C@H]4C[C@@H](C3)c3cccc(=O)n3C4)c(C)c2oc1=O	3	5	1	5	5	0	5	7	3
CCC(C(=O)Nc1ccc(Cl)cc1)N1CCCC1=O (centres undefined)	-2	-2	·	0	-3	·	-1	-1	·
O=C(c1ccc(CNS(=O)(=O)c2ccccc2)cc1)N1CCC2(CC1)OCCO2	4	6	2	-2	2	7	6	1	5
CCN(CC)CCNCc1nc2ccccc2c(=O)n1-c1ccc(F)cc1	-3	-4	2	4	0	-2	-5	1	3
CCOC(=O)c1c(-n2c(C)cc(/C=C3/C(=O)NC(=O)N(CC)C3=O)c2C)sc2c1CCCC2	-1	9	-2	-5	2	-10	7	5	2
O=c1c2ccccc2[se]n1-c1ccccc1	75*	-2	-17	2	-20	6	-1	4	5
CN1C[C@H](CO)C[C@@H]2c3cccc4[nH]cc(c34)C[C@H]21	-3	1	7	-14	14	4	-4	0	5
CN(C)P(=S)(Nc1ccccc1)C(Cl)(Cl)Cl (centres undefined)	-4	-7	0	-1	7	7	-1	7	6
Cc1cccc(CCNCc2cc3cc(C)cc(C)c3[nH]c2=O)c1	-3	4	7	2	-7	4	-1	-2	3
CC(C(=O)c1ccccc1)N1C(=O)c2ccccc2C1=O (centres undefined)	7	-6	-1	3	0	-7	-2	-1	-2
Cc1cc(C)c2c(c1)-c1cc(C)nn1C(c1cccnc1)N2 (centres undefined)	-2	6	0	-2	4	3	5	4	4
COC(=O)C1=C(c2ccc(F)cc2F)C[C@@H]2CC[C@H]1N2C(=O)NCC1CC1	1	0	4	-1	·	8	0	0	3
CCOc1ccc(N2C(=O)NC(=O)/C(=C\c3ccc(N4CCCCC4)o3)C2=O)cc1	-3	-3	-3	-3	8	-8	-5	2	-3
O=C(N/N=C/C1C(=O)NC(=S)N(c2ccccc2)C1=O)c1cc(Br)c(O)c(Br)c1 (centres undefined)	-4	-5	8	-5	15	37*	-3	24	20
O=C(Nc1cccc2ccccc12)N1CCC2(CC1)OCCO2	-19	-1	3	4	9	8	-2	2	0
O=[N+]([O-])c1ccc(N2CCCC2)c(F)c1Br	-5	-2	3	1	6	2	-2	1	-5
CCOP(=S)(OCC)C(O)CCCCCn1c(=O)c(F)cn(C2CCCO2)c1=O (centres undefined)	0	-3	4	-3	8	4	0	2	5
CCN(CC)CCN1Cc2ccccc2C1=N	-4	-4	2	-2	-1	2	-5	0	-1
COC(=O)C1=C(c2ccc(F)cc2OCc2ccccc2)C[C@@H]2CC[C@H]1N2C(=O)NCc1cccc(C(F)(F)F)c1	-1	-10	-3	-8	·	0	-6	3	-7
CC1=C[C@@H]2c3cccc4[nH]cc(c34)C[C@H]2N(C)C1	-6	3	14	4	30	6	1	5	-1
O=C(c1ccccc1)c1cn(CC(=O)N2CCCC2)c2ccccc12	-1	-5	0	-7	1	4	0	9	4
CC12CNCC(C)(CNC1)C2O (centres undefined)	0	2	11	-7	7	-3	0	4	0
Cc1cc(Cl)ccc1C(=O)C1CCCN(C2CCSCC2)C1 (centres undefined)	-4	-4	0	1	2	4	-3	2	0
COc1cccc(CN2CCN(C(=O)Cc3ccccc3OC)CC2)c1	-2	3	2	2	6	-1	-1	0	4
COC(=O)C1=C(c2ccc(-c3ccccc3)c(F)c2)C[C@@H]2CC[C@H]1N2C(=O)NCc1cc(C)oc1C(F)(F)F	6	-3	0	-11	·	-9	-4	4	-2
CCCCNC(=O)c1c(N)n(CCCOC)c2nc3ccccc3nc12	2	-8	13	8	51*	5	-3	13	8
Cc1ccc(C)c(OCc2cc(C(=O)N3C[C@H]4C[C@@H](C3)c3cccc(=O)n3C4)no2)c1	1	4	7	0	-5	7	-3	5	7
O=c1c2cc(Cl)cc(Cl)c2nc(CN2CCOCC2)n1-c1ccccc1F	2	5	6	-2	-1	-4	-2	5	6
CC1=Nc2ccccc2/C1=C/c1c(O)[nH]c(=O)[nH]c1=O	-10	5	1	-5	8	13	-1	4	5
O=C(CCc1nnc2ccc(NCc3ccc(F)cc3)nn12)N1CCC2(CC1)OCCO2	-3	-3	7	-5	-6	-2	-4	-1	1
O=c1[nH]c(=O)n(C2CCCCCC2)c(O)c1C=NC1CCN(Cc2ccccc2)CC1	4	-2	-2	2	2	-12	-1	5	2
C=CCN(c1ccc(C(=O)N(CC)CC)cc1)S(C)(=O)=O	1	4	1	-4	4	-1	2	6	3
COC(=O)C1=C(c2ccc(OCc3ccccc3)cc2)C[C@@H]2CC[C@H]1N2C(=O)NCc1ccccc1	-4	-6	5	-1	·	-4	-2	18	13
C[C@H]1C/C=C/[C@H]2[C@H](O)[C@H](C)[C@@](C)(O)[C@H]3[C@H](Cc4ccccc4)NC(=O)[C@]32[C@H](O)/C=C/[C@](C)(O)C1	-8	4	·	0	0	·	0	-3	·
O=C1NC(=S)NC(=O)C12C(c1ccccc1)NC(=S)NC2c1ccccc1 (centres undefined)	-1	5	8	14	5	-1	-1	9	2
Fc1cccc(CN2CCN(c3ccc(Cl)cc3)CC2)c1	3	-1	9	6	1	-5	4	8	5
N#CCCn1cc(C(=O)Nc2ccccc2Cl)c(-c2ccc(F)cc2)n1	-7	-3	3	-4	6	3	-3	-3	5
CC(C)Cc1[nH]c(=O)c(C#N)c2c1CCC2	2	2	6	2	4	-1	5	4	-3
Cc1cc(=O)oc2c(C)c(OCC(=O)N3CCN(Cc4ccccc4)CC3)ccc12	1	-3	1	-2	5	-4	-2	7	4
